Compound activity as filed in PubChem.
TRHR PAM: TRH receptor (human) allosteric enhancement | enhancement, % at 2 µM | TRHR cells, fluo-8 calcium fluorescence, EC20 TRH enhancement | 360,000 tested, 0.66% active | AID 493056; in the data active = enhancement above about 30%; also: 0% is about no effect
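Enhancer read-out: after compound pinning and an initial kinetic agonist-mode read, an EC20 of TRH (10 nM final) was injected and fluo-8 calcium signal (Ex 480/Em 530) followed at 1 s/cycle for 100 cycles in TRHR-expressing cells.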
TRHR agonist: agonists of human TRH receptor; AID 493084; TRHR cells, calcium flux fluo-8, FDSS agonist mode; 360,000 tested, 0.18% active; P34981; activation, % at 2 µM; also: 0% is about no effect
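In this calcium-flux screen, cells bearing human TRHR are dye-loaded with fluo-8, baselined for 10 cycles, then exposed to library compounds; positive kinetic calcium responses during the agonist phase mark hits, with TRH as control.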
D2 ag: agonists of human D2 dopamine receptor; HEK293 T-REx D2 cells, calcium flux agonist mode; 340,000 tested, 0.53% active; activation, % at 2 µM;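 active = activation over 3 SD above normal in the single-dose calcium agonist read, cut at about 30% in these data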; also: 0% is about no effect
Target sequence (P14416 whole entry, looked up): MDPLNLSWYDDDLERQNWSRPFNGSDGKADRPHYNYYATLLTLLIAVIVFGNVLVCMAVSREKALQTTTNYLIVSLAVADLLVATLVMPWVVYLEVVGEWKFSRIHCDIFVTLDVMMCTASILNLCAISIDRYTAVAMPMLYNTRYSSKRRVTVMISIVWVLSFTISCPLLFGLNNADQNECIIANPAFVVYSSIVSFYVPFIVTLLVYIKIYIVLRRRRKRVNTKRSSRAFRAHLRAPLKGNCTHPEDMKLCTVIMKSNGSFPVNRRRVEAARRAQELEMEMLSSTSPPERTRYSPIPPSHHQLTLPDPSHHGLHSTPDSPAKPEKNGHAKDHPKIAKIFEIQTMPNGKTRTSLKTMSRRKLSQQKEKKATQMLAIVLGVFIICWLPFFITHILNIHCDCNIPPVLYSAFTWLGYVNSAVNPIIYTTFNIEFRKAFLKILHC
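Calcium-flux readout, 1 cycle/sec over 180 s following compound pin transfer, in inducible HEK293 Trex D2 cells (force-coupled); dopamine controls included. Positive calcium responses during this window marked compounds as potential agonists.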
D2 PAM: positively modulates the human D2 dopamine receptor allosterically | HEK293 T-REx D2, calcium flux, EC20 dopamine potentiation | 340,000 tested, 0.34% active | potentiation, % at 10 µM;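 active = potentiation over 3 SD above the plate norm, cut at about 30% in these data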; also: 0% is about no effect
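Calcium flux readout, no-wash dye, 1 read/s. Inducible HEK293 Trex D2 line, overnight 30 C. Compound alone 180 s (agonist flags), then EC20 dopamine, another 180 s to score potentiation.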
D1 PAM: human D1 dopamine receptor positive modulation | potentiation, % at 10 µM | AID 504651 | 360,000 tested, 0.036% active | P21728 | HEK293 TREx D1 cells, calcium flux, dopamine EC20 potentiation; in the data active = potentiation above about 30%; also: 0% is about no effect
Target sequence (P21728 whole entry, looked up): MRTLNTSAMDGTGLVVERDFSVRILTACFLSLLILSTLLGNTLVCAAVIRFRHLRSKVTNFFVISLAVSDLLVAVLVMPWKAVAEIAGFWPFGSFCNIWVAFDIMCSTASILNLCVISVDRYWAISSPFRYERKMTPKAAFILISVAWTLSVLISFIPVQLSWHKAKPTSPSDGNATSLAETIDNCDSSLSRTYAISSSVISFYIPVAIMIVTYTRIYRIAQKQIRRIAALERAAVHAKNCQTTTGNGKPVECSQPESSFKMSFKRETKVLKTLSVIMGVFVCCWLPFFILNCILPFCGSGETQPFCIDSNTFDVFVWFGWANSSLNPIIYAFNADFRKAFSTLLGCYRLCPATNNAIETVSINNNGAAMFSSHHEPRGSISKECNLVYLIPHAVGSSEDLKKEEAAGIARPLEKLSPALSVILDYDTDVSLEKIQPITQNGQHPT
D1 antagonist: human D1 dopamine receptor antagonism; P21728; HEK293 TREx D1 cells, calcium flux, dopamine EC80; hits give low values; activity change, negative = inhibition, % at 10 µM; 360,000 tested, 3.2% active; AID 504652; in the data active = activity change below about -30%; also: % is scaled to controls: 0 for no effect and ±100 for the full control effect
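HEK293 T-REx cells expressing inducible, force-coupled D1 receptor; no-wash Ca dye, 30–90 min RT. Cmpd → 180 s read at 1 Hz → EC80 DA → 180 s read.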
D1 agonist: agonists of human D1 dopamine receptor. HEK293 T-REx D1 cells, calcium flux, agonist mode. activation, % at 2 µM. 360,000 tested, 1% active; also: 0% is about no effect
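Inducible HEK293 T-REx D1 cells, force-coupled to calcium signalling, were plated at 4000 cells/well with tetracycline and held overnight at 30 C. After no-wash calcium dye loading, compound-evoked calcium rise over 180 s flagged agonists.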
RXFP1 antag: antagonists of human relaxin receptor RXFP1. 350,000 tested, 0.59% active. HEK293-RXFP1, relaxin-stimulated cAMP HTRF, 30 min; hits give low values. Q9HBX9. activity change, negative = inhibition, % at 57.5 µM;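 active = activity change of -60% or lower, but not beyond a set lower limit; inconclusive = change between -60% and -40%, or beyond the set limit; inactive = change above -40%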; also: % is scaled to controls: 0 for no effect and ±100 for the full control effect
D2 antag: antagonizes the human D2 dopamine receptor | P14416 | HEK293 TREx D2 cells, calcium flux, dopamine EC80 | inhibition, % at 10 µM | 340,000 tested, 2% active; in the data active = inhibition above about 30%; also: 0% is about no effect
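Calcium mobilization kinetics were recorded at 1 s intervals in tetracycline-induced HEK293 T-REx D2 cells, first for 180 s after compound addition and then 180 s after EC80 dopamine.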
An asterisk follows results filed as active; ? = inconclusive; . = not tested or not shown; & = joins results of further samples. Rule as the data show it, unless noted: active = activation above about 30%; inactive = the rest.

SMILES	TRHR PAM	TRHR agonist	D2 ag	D2 PAM	D1 PAM	D1 antagonist	D1 agonist	RXFP1 antag	D2 antag
O=C(NC1CCCC1)C(c1cccnc1)N(Cc1ccccc1F)C(=O)c1csnn1 (stereo unspecified)	-3	0.0	1.1	-3	.	-9	6	-3	-3
CN(Cc1cccc(Cl)c1)C(=O)C1CCN(C(=O)Nc2ccccc2)CC1	7	-0.1	0.3	-3	1	-29	0	5	-1
O=C(NCc1cccc(Cl)c1)C1CCCN(c2nn3cc(-c4ccc(F)cc4)nc3s2)C1 (stereo unspecified)	19	1.0	0.1	-3	4	11	2	-19	.
CNC(=S)N1CCN(CCNC2=CC(=O)CC(C)(C)C2)CC1	-3	0.1	0.2	1	-2	-11	0	-5	0
CCO/C=C1\SC(=S)N(c2ccc(Cl)cc2)C1=O	8	-0.4	0.3	4	0	0	6	?	-8
OCC[C@@H]1C[C@H](O)[C@@H](O)[C@@]2(OCCCc3ccccc32)O1	5	0.2	-0.3	-4	2	9	3	.	6
O=C(Cn1c(-c2cncs2)nc2ccccc21)NC1CCCC1	6	-0.7	-0.1	.	-4	-4	-1	8	-4
CCc1cc(C(=O)Nc2c(C)nn(Cc3ccccc3Cl)c2C)no1	4	-1.1	-0.8	0	1	-3	-2	-7	.
CCCCN1CCc2nc(N3CCN(C)CC3)ncc2C1	-2	2.3	7.0	-2	1	3	4	-8	.
Nc1nc(N2CCN(c3ccccc3)CC2)n[nH]1	8	-1.6	.	.	-1	-1	4	-4	.
Cc1cc(C(=O)OCC(=O)Nc2cccc(S(=O)(=O)N3CCOCC3)c2)c(C)o1	0	0.2	-0.3	-14	-3	-1	1	-5	21
Cc1ccc(NC(=O)CNC(=O)c2ccccc2F)cc1Cl	-1	0.8	0.6	-3	-2	-14	5	-8	-1
O=C(CCS(=O)(=O)c1ccc(Br)s1)NCc1cccs1	-3	-0.4	0.4	8	1	-17	-1	-3	1
Cc1ccc(S(=O)(=O)NC(=O)N(C)C2CCCCC2)cc1	10	-0.1	0.6	8	5	-5	2	-5	-6
Cc1ccc(NC(=O)CN2C(=O)CCSc3ccc(S(=O)(=O)N4CCCC4)cc32)cc1C	-6&2	-0.7&-0.1	0.1&-1.5	3&7	-3&-2	-10&-11	2&3	4&3	4
CN(C)C(=O)c1cc(C(=O)c2ccc(F)cc2Cl)c[nH]1	2	1.0	0.8	8	-2	5	2	8	21
CCOC(=O)C1=C(COC(=O)c2ccc(Br)o2)NC(=O)NC1C (stereo unspecified)	-10	-0.8	-0.4	4	0	-5	1	-9	-8
COc1ccc(S(=O)(=O)N2CCOC2CNC(=O)C(=O)NCCc2ccccc2OC)cc1C (stereo unspecified)	-2	-0.5	1.1	-4	-7	-9	7	-16	9
CC1(C)CCCC2=C1CC1C(=O)N(O)C(=O)C1C2 (stereo unspecified)	-2	0.0	-1.2	-4	1	4	3	0	14
CCOC(=O)C1CCN(C(=O)CCc2ccc(S(=O)(=O)NC(C)C)cc2)CC1	2	-0.3	-0.5	1	2	13	1	4	-13
CCSC1=NC(C)(C)C=C(C)N1	2	0.3	0.2	-1	-3	7	2	-10	7
C=CCC1(CC=C)CCCN1C(=O)CC1C(=O)NCCN1Cc1ccccc1OC (stereo unspecified)	7	0.4	0.1	-16	-3	-5	3	?	-4
O=C1NC(=O)C(Cc2cccc(Oc3ccccc3)c2)S1 (stereo unspecified)	-3	0.6	1.0	-6	-9	1	4	-2	-12
CS(=O)(=O)N1CCN(c2ccc(NC(=O)COc3ccccc3[N+](=O)[O-])cc2)CC1	11	0.7	2.1	17	-6	-10	9	-6	-1
CC1CCCC/C1=N\NS(=O)(=O)c1ccc(Br)cc1 (stereo unspecified)	-2	-0.6	-0.4	2	-4	8	1	-4	16

The listing continues:
SMILES	TRHR PAM	TRHR agonist	D2 ag	D2 PAM	D1 PAM	D1 antagonist	D1 agonist	RXFP1 antag	D2 antag
CC(C)c1cnc2c(c1SCc1cccc(C(F)(F)F)c1)c(=O)n(C)c(=O)n2C	0	-0.5	-0.1	-5	3	4	8	7	.
CC1CCN(CCCCOc2ccccc2[N+](=O)[O-])CC1	-1	0.4	0.6	-26	-14	-10	2	-4	80*
Cc1ccsc1-c1nc(CSCC(=O)NCCN2CCCC2)c(C)o1	1	-0.6	-0.5	-5	-3	2	1	-5	-7
CCc1ccc(NC(=O)c2ccc3c(c2)C(=O)N(Cc2ccco2)C3=O)cc1	0	-0.2	-2.2	1	-2	12	6	.	-1
Cc1cccn2c(=O)c(/C=C(\C#N)C(=O)NCc3ccco3)c(N3CCCC(C)C3)nc12 (stereo unspecified)	-3	-1.9	-2.0	6	-8	-6	3	1	23
COc1ccccc1C(C(=O)NCc1ccccc1)N(C(=O)c1csnn1)C1CC1 (stereo unspecified)	-1	1.8	-0.1	-5	-8	8	4	-6	2
CCCCN(CC)CCNC(=O)Cn1cnc2sc(C)c(S(=O)(=O)N3CCOCC3)c2c1=O	-7	-1.0	-0.7	-13	0	-15	4	-13	-5
Cc1cc(C)cc(OCC(=O)Nc2ccccc2C(=O)NCc2ccco2)c1	-1	0.0	.	0	-2	-14	3	1	-16
CCOc1ccc(S(=O)(=O)N(CC(=O)Nc2cc(C)on2)Cc2ccccc2Cl)cc1	5	0.3	0.5	-9	-7	-22	2	-23	-8
Cc1ccnc(Nc2nc3ccccc3s2)n1	1	0.9	-0.4	-1	2	6	4	-2	40*
Nn1c(Cc2cccc3ccccc23)nnc1SCC(=O)N1CC(=O)Nc2ccccc21	2	-0.7	0.8	1	0	-5	6	-3	-10
CN(C)C(=S)c1ccccc1	-4	0.6	0.2	-5	-2	6	1	-7	3
CCCCSCCCNC(=O)Nc1ccc(CC)cc1	-1	-0.2	0.1	7	-1	-2	-1	-33	-2
CS(=O)(=O)c1ccc(NS(=O)(=O)c2ccc3ccccc3c2)cc1	0	0.1	0.6	0	-9	-1	1	0	-13
CCCCn1c(Cc2ccccc2)nnc1SCC(=O)N1CCOCC1	3	-0.2	0.1	15	7	12	-1	0	3
O=C(NCc1ccccn1)c1ccc(S(=O)(=O)Nc2ccccc2F)cc1	5	0.5	0.1	7	-3	-4	10	5	0
C=CCNC(=O)/C(=C/c1ccco1)NC(=O)c1ccc(Br)o1	8	-0.6	0.8	0	-3	-6	7	5	14
CS(=O)(=O)N(Cc1ccc(Cl)cc1)c1ccc(C(=O)NCCSCc2ccco2)cc1	6	0.4	-0.1	16	-4	0	11	3	-14
Cc1cccc(COC(=O)Nc2ccc(NC(=O)c3ccccc3Cl)cc2)c1	7	0.2	0.6	-5	-8	-56*	9	7	4
O=C(OCCCN1CCCCC1)c1ccc(O)cc1	1	0.2	1.0	-10	-11	27	5	-1	1
O=C(O)CCCC(=O)Nc1ccccc1Br	0	0.7	0.4	6	7	-14	1	0	21
CCc1cc(C(=O)Cc2ccc(F)cc2)c(O)cc1O	-5	-0.6	-1.5	-11	2	-7	3	-6	3
CCn1ncc(/C=N/NC(=O)c2ccc3c(c2)OCO3)c1C	3	1.2	.	.	-4	-74*	1	16	.
Cc1[nH]c2ccccc2c1C(c1ccncc1)N1CCN(c2ccc(F)cc2)CC1 (stereo unspecified)	2	0.2	-0.4	-9	-5	4	2	-10	-22
N#Cc1c2n(c3c(=O)n(Cc4ccccc4Cl)cnc13)CCCCC2	-6	-1.1	.	.	0	-3	3	-14	.

Following part
SMILES	TRHR PAM	TRHR agonist	D2 ag	D2 PAM	D1 PAM	D1 antagonist	D1 agonist	RXFP1 antag	D2 antag
Cc1csc(NC(=O)c2cccs2)n1	11	-0.6	0.6	27	-2	-4	12	-7	-19
COc1ccc(N2CCN(C(=O)Nc3ccc(S(=O)(=O)N(C)C)cc3)CC2)cc1	3	-0.2	0.5	1	0	3	2	-15	41*
CN1CCCN(S(=O)(=O)c2ccc3c(c2)OCCO3)CC1	3	0.3	0.7	-6	1	4	0	-9	15
COc1ccc(CNC(=O)c2cc(Nc3ccccc3C)nc3ccccc23)cc1	3	-0.8	0.4	-6	3	15	0	2	.
C=C(C)CN(CC)Cc1c(C(=O)N(C)CCCC)nc2ccccn12	-9	-0.6	0.9	-2	3	-15	3	-1	6
Cc1ccc(-c2nn(-c3ccccc3)cc2CN(C)C(=O)CCC(=O)O)cc1C	3	-0.8	-0.4	1	0	14	0	-12	-1
C=C1CCC[C@]2(C)C[C@H]3OC(=O)C(CN4CCCCC4CO)[C@H]3CC12 (stereo partly specified)	5	-0.3	-0.3	19	-6	2	3	-12	-8
CCOc1ncccc1C(=O)OCC(=O)NC1CCCCCC1	0	-0.3	-0.5	-5	-5	6	7	17	31*
Cc1nc(N2CCN(c3ccccn3)CC2)c2c(C)c(C(=O)Nc3ccc(F)cc3)sc2n1	-17	-0.3	-0.2	-8	-9	1	0	-5	8
COc1ccc(CN2CCNC(=O)C2CC(=O)NC2CCCCCC2)c(F)c1 (stereo unspecified)	-3	0.3	0.1	9	-1	-7	1	-11	-5
CCOCc1cc(CN2CCN(c3cccc(Cl)c3)CC2)c(O)c2ncccc12	-1	-1.8	-1.3	13	0	3	6	13	.
O=S(=O)(c1ccc2c(c1)OCCO2)N1CCN(S(=O)(=O)c2cccc(Cl)c2F)CC1	0	-0.4	.	.	-4	5	8	.	.
Cc1ccc(C2=CC(C)(c3ccc(C)cc3)Nc3nc(C(F)(F)F)nn32)cc1 (stereo unspecified)	-2	0.7	0.0	-5	-7	-22	3	-67*	-11
Cc1ccc(N2C(=O)CS(=O)C(c3ccccc3)C2=O)cc1C (stereo unspecified)	3	0.6	-2.7	1	-8	-1	0	-13	-15
Cc1onc(-c2c(Cl)cccc2Cl)c1-c1nnc(-c2ccc(Cl)cc2)o1	2	0.2	-0.7	3	1	12	6	10	-6
Cc1nc(Nc2ccccc2F)c2nnn(Cc3ccccc3Cl)c2n1	-4	0.5	0.3	1	-5	-7	6	3	-1

Among those listed so far, these have two or more sulfur atoms.
SMILES	TRHR PAM	TRHR agonist	D2 ag	D2 PAM	D1 PAM	D1 antagonist	D1 agonist	RXFP1 antag	D2 antag
CCO/C=C1\SC(=S)N(c2ccc(Cl)cc2)C1=O	8	-0.4	0.3	4	0	0	6	?	-8
O=C(CCS(=O)(=O)c1ccc(Br)s1)NCc1cccs1	-3	-0.4	0.4	8	1	-17	-1	-3	1
Cc1ccc(NC(=O)CN2C(=O)CCSc3ccc(S(=O)(=O)N4CCCC4)cc32)cc1C	-6&2	-0.7&-0.1	0.1&-1.5	3&7	-3&-2	-10&-11	2&3	4&3	4
Cc1ccsc1-c1nc(CSCC(=O)NCCN2CCCC2)c(C)o1	1	-0.6	-0.5	-5	-3	2	1	-5	-7
CCCCN(CC)CCNC(=O)Cn1cnc2sc(C)c(S(=O)(=O)N3CCOCC3)c2c1=O	-7	-1.0	-0.7	-13	0	-15	4	-13	-5
CS(=O)(=O)c1ccc(NS(=O)(=O)c2ccc3ccccc3c2)cc1	0	0.1	0.6	0	-9	-1	1	0	-13
CS(=O)(=O)N(Cc1ccc(Cl)cc1)c1ccc(C(=O)NCCSCc2ccco2)cc1	6	0.4	-0.1	16	-4	0	11	3	-14
Cc1csc(NC(=O)c2cccs2)n1	11	-0.6	0.6	27	-2	-4	12	-7	-19
O=S(=O)(c1ccc2c(c1)OCCO2)N1CCN(S(=O)(=O)c2cccc(Cl)c2F)CC1	0	-0.4	.	.	-4	5	8	.	.
